Source: PubChem BioAssay
ATG4B inhibitor – blocks human ATG4B protease cleavage of LC3 substrate. ATG4B cleavage of LC3-PLA2, NBD-HPC fluorescence, 1 h. inhibition, % at 8.33 µM. actives 0.51% (n = 340,000); in the data active = inhibition above about 40%
APJ agonist – APJ receptor agonism. P35414. CHO-K1 APJ PathHunter beta-arrestin, luminescence; 0% DMSO wells, 100% apelin. activation, % at 20 µM. actives 0.11% (n = 330,000). AID 2520;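 active = activation more than six SD over the plate average, tested at 20 µM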;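 note: 0% = DMSO alone and 100% = apelin-13 at 10 nM; some results filed as inactive read as strong as hits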
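assay system = CHO-K1 APJ beta-arrestin complementation cell line | input = cell density 1000 per well | dosing = compound 20 µM once, DMSO 1% | timing = compound 90 min 25 °C, reagent 1 h | measured by = luminescence from split beta-galactosidase complementation, Galacton Star/Emerald II substrate | read-out basis = APJ agonist activity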
Gli-Sufu antag – blocks Gli-Sufu signaling in a luciferase reporter; Sufu-KO-LIGHT fibroblasts, Gli luciferase reporter luminescence; inhibition, % at 5 µM; actives 0.74% (n = 340,000);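 active = inhibition above about 55%, limit read from the data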;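 note: 0% = DMSO-treated cells and 100% = wells with medium but no cells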
EBI2 antag – antagonists of human EBI2 receptor. P32249. inhibition, % at 5 µM. EBI2 beta-arrestin recruitment, luminescence, 7a,25-OHC stimulated. actives 0.81% (n = 360,000); in the data active = inhibition above about 38%;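 note: enzyme fragment complementation signal reports receptor beta-arrestin coupling in cells; 0% = agonist plus DMSO wells and 100% = wells without agonist; some results beyond the cut were filed as inactive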
Target sequence (P32249 whole entry, looked up, the tested form may be a part): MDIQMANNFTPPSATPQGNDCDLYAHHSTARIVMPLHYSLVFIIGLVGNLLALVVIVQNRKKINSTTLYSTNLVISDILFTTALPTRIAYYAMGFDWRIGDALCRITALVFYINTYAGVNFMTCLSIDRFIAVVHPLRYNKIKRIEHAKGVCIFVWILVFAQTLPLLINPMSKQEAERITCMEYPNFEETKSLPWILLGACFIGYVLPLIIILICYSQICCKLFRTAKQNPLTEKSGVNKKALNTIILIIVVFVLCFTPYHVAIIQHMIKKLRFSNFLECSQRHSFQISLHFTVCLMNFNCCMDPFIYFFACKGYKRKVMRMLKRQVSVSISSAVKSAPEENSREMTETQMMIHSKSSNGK
APJ antag – antagonists of human APJ apelin receptor | P35414 | CHO-K1 APJ beta-arrestin complementation, luminescence | inhibition, % at 20 µM | actives 0.32% (n = 330,000) | AID 2521;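 active = inhibition above about 40% at 20 µM, limit read from the data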;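 note: cells challenged with 10 nM apelin-13 agonist together with compound; plate controls were apelin-13 plus DMSO wells for no effect and DMSO wells lacking apelin-13 for full effect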
CCR6 antag – blocks CCL20-driven beta-arrestin recruitment at human CCR6. CHO-K1 CCR6 PathHunter beta-arrestin, luminescence, CCL20-stimulated. inhibition, % at 20 µM. actives 0.49% (n = 340,000). AID 493098;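 active = compounds whose inhibition of the agonist-driven luminescence signal at 20 µM reaches about 50%, limit read from the data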;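 note: cells stimulated with CCL20 at 14 nM final; plate controls were DMSO with CCL20 for no effect and DMSO without agonist for full effect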
CXCR6 block – inhibitors of human CXCR6 receptor | O00574 | CHO-K1 PathHunter CXCR6 beta-arrestin, luminescence | inhibition, % at 20 µM | AID 602244 | actives 0.36% (n = 360,000); in the data active = inhibition above about 34%, passing the limit was not always enough;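 note: antagonist mode with CXCL16 agonist at 10 nM final; 0% = 10 nM CXCL16 with DMSO and 100% = unstimulated wells without agonist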
Target sequence (O00574 whole entry, looked up): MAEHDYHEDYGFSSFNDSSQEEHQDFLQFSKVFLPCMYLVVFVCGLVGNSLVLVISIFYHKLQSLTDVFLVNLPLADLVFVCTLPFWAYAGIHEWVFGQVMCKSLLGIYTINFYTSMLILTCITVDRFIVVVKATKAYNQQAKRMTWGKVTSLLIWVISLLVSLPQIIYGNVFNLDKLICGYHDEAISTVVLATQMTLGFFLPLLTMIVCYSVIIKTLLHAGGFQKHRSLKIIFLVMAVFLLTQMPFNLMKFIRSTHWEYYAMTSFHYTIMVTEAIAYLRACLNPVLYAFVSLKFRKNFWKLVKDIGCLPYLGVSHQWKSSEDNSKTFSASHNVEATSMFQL
UBC13 polyUb – blocks human UBC13 polyubiquitin chain formation; P61088; TR-FRET; inhibition, % at 20 µM; actives 0.47% (n = 330,000); in the data active = inhibition above about 45%, passing the limit was not always enough
Target sequence (P61088 whole entry, looked up): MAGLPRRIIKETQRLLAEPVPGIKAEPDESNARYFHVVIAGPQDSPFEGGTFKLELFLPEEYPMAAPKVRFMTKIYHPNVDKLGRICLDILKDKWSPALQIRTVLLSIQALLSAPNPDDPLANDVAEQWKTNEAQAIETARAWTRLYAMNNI
Starred values were filed as active, the others as inactive; · = not tested or not shown; & = joins results of further samples.

SMILES	ATG4B inhibitor	APJ agonist	Gli-Sufu antag	EBI2 antag	APJ antag	CCR6 antag	CXCR6 block	UBC13 polyUb
CCOc1ccc(NC(=O)C(c2ccccn2)N(C(=O)CCl)c2ccc(F)cc2)cc1 (stereo unspecified)	4	·	0	-11	·	3	-5	·
CCn1c(SCC(=O)Nc2cc(F)ccc2C)nnc1-c1ccccc1O	8	-2	5	-15	-13	7	4	26
Cc1ccccc1NC(=O)COC(=O)CCc1c[nH]c2ccccc12	-6	-1	-6	-8	10	10	-2	2
CCOCCc1nnc(NC(=O)C(C)Oc2ccccc2)s1 (stereo unspecified)	-16	-1	-12	0	7	-2	2	-6
COc1cccc(CC2(CO)CCCN(Cc3cc(F)ccc3-n3cccn3)C2)c1 (stereo unspecified)	-4	-1	19	5	5	21	2	8
COc1ccccc1CC(=O)N1CCCC1	-7	1	-5	-5	-8	6	8	5
COc1ccc(CCNc2oc(COc3ccccc3F)nc2C#N)cc1OC	-3	2	-28	2	-8	8	-1	11
COC(=O)c1ccc(S(=O)(=O)NCc2ccc(S(N)(=O)=O)cc2)o1	-6	-4	2	-11	8	5	2	4
Clc1ccc(C#Cc2cccnc2)cc1	1	12	-48	0	-2	6	-2	13
Cc1noc(C)c1S(=O)(=O)N1CCC(C(=O)Nc2ccc(OC(F)(F)F)cc2)CC1	-8	1	3	6	-7	16	2	9
O=C(CCCOc1ccc(Cl)cc1Cl)Nc1nnc(C2CC2)s1	-8	3	-6	-11	-7	-11	-4	-12
CC(=O)c1ccc(N=Nc2ccc(C)cc2)cc1	-4	-5	-82	9	27	15	12	-7
O=C(CN1CCN(S(=O)(=O)c2ccc(F)c(Cl)c2)CC1)N1CCNC1=O	1	-3	-4	-26	9	2	4	-5
CCc1ccc(OCC(=O)NNC(=O)Cc2ccc(S(=O)(=O)N3CCOCC3)s2)cc1	-5	3	-7	9	13	-1	6	-2
CC(C)C(=O)NNC(=O)CSc1ncnc2c1cnn2-c1ccccc1Cl	-3	-2	0	-8	-17	8	-19	3
CNCCC1Sc2ccccc2Oc2ccccc21 (stereo unspecified)	12	-3	0	-13	6	-1	6	8
CCn1c(/C=C/c2c(C)n(CC)c3ccccc23)nc2ccccc2c1=O	2	-2	-2	-20	-8	7	3	11
CCCCCn1c(CN2CC(C)OC(C)C2)nc2c1c(=O)n(C)c(=O)n2C (stereo unspecified)	1	-5	6	-8	8	7	2	-6
COc1ccc(-n2c(Cn3c(=O)sc4ccccc43)nnc2SC)cc1	-4	-2	-3	-2	8	9	-8	4
Cc1ccc(NC(=O)C2(N(CC(C)C)C(=O)Cn3nnnc3N)CCCCC2)cc1	-7	-2	3	-15	-5	3	-2	-6
COc1ccc(CCNC(=O)C2CCCN(S(=O)(=O)c3ccccc3)C2)cc1 (stereo unspecified)	-2	-5	4	18	3	8	0	8
Cc1ccc(N(CC(=O)N/N=C/c2ccc(OCC(N)=O)cc2)S(C)(=O)=O)cc1Cl	18	-4	-1	6	2	4	-5	4
COc1ccc(C(=O)N(CN2CCCC2=O)c2cc(C)on2)cc1OC	-8	4	7	-11	-8	-19	-4	-6
Cc1ccc2c(CC(=O)Nc3nc(C)cs3)coc2c1	10	-4	-16	-2	-6	11	-5	-3
COC(=O)CC1C(=O)NCCN1C(=S)NC(=O)c1sc2ccccc2c1Cl (stereo unspecified)	2	-6	4	1	11	7	1	1

Full records as entered above. Screens in order: ATG4B inhibitor | APJ agonist | Gli-Sufu antag | EBI2 antag | APJ antag | CCR6 antag | CXCR6 block | UBC13 polyUb
CCOc1ccc(NC(=O)C(c2ccccn2)N(C(=O)CCl)c2ccc(F)cc2)cc1 (stereo unspecified) reads 4 | · | 0 | -11 | · | 3 | -5 | ·
O=C(CN1CCN(S(=O)(=O)c2ccc(F)c(Cl)c2)CC1)N1CCNC1=O reads 1 | -3 | -4 | -26 | 9 | 2 | 4 | -5

(next part)
SMILES	ATG4B inhibitor	APJ agonist	Gli-Sufu antag	EBI2 antag	APJ antag	CCR6 antag	CXCR6 block	UBC13 polyUb
Cc1ccc(CNC(=O)c2cnccn2)cc1	5	-3	-7	-14	-4	-19	-9	8
Cc1cccc(CCNC(=O)C2CCCN(c3cnccn3)C2)c1 (stereo unspecified)	5	3	3	2	22	5	0	6
CCOc1ccccc1-c1nc(CN2CCN(C(=O)c3ccco3)CC2)c(C)o1	12	-2	7	3	-16	-1	-2	8
O=S(=O)(c1ccccc1)c1nc(-c2ccccc2)oc1NCCCN1CCOCC1	-3	-4	11	5	15	-1	4	-2
CC1=C(C(=O)OCCOc2ccccc2)C(c2ccc(C)o2)C2=C(CC(C)(C)CC2=O)N1 (stereo unspecified)	-3	1	-49	12	8	31	25	-6
O=C(N/N=C\c1cccc(Cl)c1)c1n[nH]c2c1CCCC2	3	-2	-80	13	18	15	4	-21
Cc1noc2ncc(C(=O)c3cc(F)ccc3O)cc12	0	2	6	-3	-24	4	-2	-9
Cc1ccc(N(C(C)C(=O)Nc2ccc(S(=O)(=O)N3CCOCC3)cc2)S(C)(=O)=O)cc1C (stereo unspecified)	-10	0	13	3	11	10	4	1
CSc1nnc(NC(=O)c2ccc3c(c2)OCO3)s1	-9	-3	-29	-2	2	-5	-6	-3
CCN1CCN(Cc2ccc(NC(=O)c3cc(NC(=O)c4cc(C)on4)cc(OC)c3)cc2C(F)(F)F)CC1	-7	0	37	4&-2	-48	12	0&-4	52*
CSc1ccc(C2C(C(=O)c3ccco3)=C(O)C(=O)N2c2nnc(SC)s2)cc1 (stereo unspecified)	2	-3	-22	-8	7	12	5	-14
O=C(CNC(=O)c1ccco1)Nc1ccc(F)cc1	-1	-1	-3	2	6	9	-1	-11
CC[C@H](C)[C@H](NC(=O)[C@H](Cc1ccc(O)cc1)NC(=O)[C@@H](N)C(C)C)C(=O)N[C@@H](Cc1cnc[nH]1)C(=O)N1CCC[C@H]1C(=O)N[C@@H](Cc1ccccc1)C(=O)O	3	-2	24	2	-8	5	4	1
CN(C(=O)c1cccc(C#N)c1)c1nnc(C2CCCO2)s1 (stereo unspecified)	-5	10	0	5	-32	-3	-6	-1
CCN(CC)CCNC(=O)c1cn(-c2ccccc2)nc1-c1cccs1	1	-3	16	-12	-8	10	8	9
CCOC(=O)c1c(C2CC2)csc1NC(=O)CSCc1c(C)noc1C	-13	1	·	6	-10	34	-4	-11
CCn1nc(C)cc1C(=O)N1CCCC(CCC(=O)NCc2ccccc2F)C1 (stereo unspecified)	-29	-4	-13	3	-5	9	1	4
CC1CCN(CCCNC(=O)CN2C(=O)CSc3ccc(S(=O)(=O)N4CCC(C)CC4)cc32)CC1	8	-3	24	-13	12	6	5	5
CC(NC(=O)c1cccc(S(=O)(=O)N2CCN(C)CC2)c1)c1ccc(Cl)cc1Cl (stereo unspecified)	-7	-3	6	4	7	5	-4	-1
COC(=O)c1ccc(NC(=O)CSc2nnc(-c3ccccc3)n2C)cc1	15	1	-16	-5	18	6	-14	-4
COCCN1C(=O)N(c2cccc(C)c2)C(=O)C1CC(=O)Nc1ccc(OC)cc1 (stereo unspecified)	-5	0	1	-7	8	4	6	-4
Cc1ccc(Nc2nc(N3CCOCC3)c3ccccc3n2)cc1	-12	-3	1	4	0	-6	-2	22
Cc1nnsc1S(=O)(=O)c1ccccc1	-1	-4	-8	1	-5	10	2	-4
Cc1ccc2nc(-c3ccncc3)cc(C(=O)Nc3ccc(F)cc3C)c2c1	-3	1	12	51*	10	-7	-1	4
CC1=CC(C/C(C)=C/COc2ccc3ccc(=O)oc3c2)OC1=O (stereo unspecified)	-6	-4	-6	0	5	6	-5	8

More entries follow:
SMILES	ATG4B inhibitor	APJ agonist	Gli-Sufu antag	EBI2 antag	APJ antag	CCR6 antag	CXCR6 block	UBC13 polyUb
Cc1ccc(C)c(OCC(=O)O/N=C(\N)c2cccnc2)c1	-7	-3	-7	-11	8	1	-2	2
CCOc1ccccc1Nc1cc(C)nc2nnnn12	3	-2	1	2	-21	3	8	3
COc1ccc(NC(=O)CSc2nnc3ccc(-c4ccccn4)nn23)cc1	1	-1	3	-7	0	6	-2	-2
CCOC(=O)C1CCCN(C(=O)CN2CCN(Cc3ccc(Cl)cc3)C2=O)C1 (stereo unspecified)	6	-1	-2	·	-7	5	·	6
C=CCNC(=O)C1CCN(c2ccc(S(=O)(=O)N3CCOCC3)cc2[N+](=O)[O-])CC1	-6	-2	4	-1	1	10	4	-4
O=C(COC(=O)CCC1CCCC1)Nc1cc(S(=O)(=O)N2CCOCC2)ccc1Cl	-12	-3	-6	0	2	-5	2	-3
CCc1c(C)nc(SCC(N)=O)c(C#N)c1C	-17	2	2	3	3	-6	-2	5
COc1ccc([C@H]2CC(=O)C=C(c3cc4ccccc4s3)C2)cc1OC	-18	-3	21	32	-1	14	-6	0
O=C(O)c1ccc(N/N=C/c2ccc(C(F)(F)F)cc2)cc1	0	-3	-117	-7	-4	1	-4	-9
CCOc1ccc(OCC)c(NC(=O)C2CCCN(C(=O)c3ccc(Cl)cc3)C2)c1 (stereo unspecified)	-11	-4	16	11	7	17	-1	8
Cc1ccc(S(=O)(=O)N(C)CC(=O)OCC(=O)NC(=O)NC(C)C)cc1	-10	4	0	-1	-4	8	-5	-1
CCN(CC)c1ccc(S(=O)(=O)N2CCOCC2)cc1NC(=O)CSc1ccccc1	-7	-6	12	14	-27	23	0	-11
O=C(c1cccnc1)N1CCN(Cc2cccc(F)c2)CC1	-2	-1	-8	-2	-21	2	-5	-8
COc1ccc(/C=C/C(=O)NCC(=O)N2CCC(N(C)CCN3CCOCC3)CC2)cc1OC	-10	1	6	-12	-2	5	-2	-6
COc1ccc(OC)c(CN2CCN(Cc3cc(=O)oc4cc(O)ccc34)CC2)c1	-15	-1	8	3	20	6	-4	9
Cc1cccc(NC(=O)CSc2nnc(Cn3cnc4ccccc43)o2)c1	-6	2	1	0	8	3	-2	-7
O=C(CN1C(=O)c2ccccc2S1(=O)=O)NCCSCc1cccc(Cl)c1	-7	-1	-4	-2	40	14	3	0
COc1cc(C)c(S(=O)(=O)NCCCn2ccnc2)cc1C	1	0	-1	-6	7	-1	-4	4
CCOC(=O)c1ccc(NC(=O)CCc2nc(-c3ccccc3Cl)no2)cc1	1	-1	-4	9	-12	-24	-22	8
Cn1cc(Cl)c(C(=O)NC2CCCC2)n1	-4	-2	2	-1	12	-6	-2	-3
CS(=O)(=O)c1ccccc1C(=O)NCCC(c1ccccc1)c1ccccc1	-4	-2	-25	-13	6	22	2	1
O=C(Nc1ccccc1)c1ccccc1OCc1cccc([N+](=O)[O-])c1	-7	-5	-1	-8	7	16	-11	-2
CC(C)n1c(N2CCN(C(=O)Nc3ccccc3)CC2)nc2ccccc21	-13	5	11	-6	-5	5	2	-11
COc1cc(NC(=O)C2CCN(S(=O)(=O)c3ccc(Cl)cc3)CC2)ccc1-n1cnnn1	-43	0	10	9	9	4	1	4
CSc1nnc(C)c(/C=C/NOCc2ccc(Cl)cc2)n1	-8	-4	-3	10	6	20	3	-4
O=C(Nc1ccccc1N1CCN(C(=O)c2ccc(Cl)cc2)CC1)c1ccc2c(c1)OCO2	7	-1	6	24	13	5	0	5
CN1CCN(Cc2cc(=O)oc3ccc(Cl)cc23)CC1	-2	-4	5	-1	11	-5	-5	0
COc1ccc(-n2nc(C(C)=O)c(=O)[nH]c2=O)cc1	7	-2	30	-7	6	2	-7	1
CCOC(=O)C1=C(COC(=O)c2ccccc2OC(F)F)NC(=O)NC1C (stereo unspecified)	-3	5	-6	-2	-61	0	-6	3
CC1CC(C)CN(C(=O)C(NS(=O)(=O)c2ccc(Br)s2)c2ccccc2)C1 (stereo unspecified)	-5	1	11	-3	-9	7	6	8

A portion taken from the entries so far:
SMILES	ATG4B inhibitor	APJ agonist	Gli-Sufu antag	EBI2 antag	APJ antag	CCR6 antag	CXCR6 block	UBC13 polyUb
CCOC(=O)C1=C(COC(=O)c2ccccc2OC(F)F)NC(=O)NC1C (stereo unspecified)	-3	5	-6	-2	-61	0	-6	3
CC1CC(C)CN(C(=O)C(NS(=O)(=O)c2ccc(Br)s2)c2ccccc2)C1 (stereo unspecified)	-5	1	11	-3	-9	7	6	8
